Tb PYK inh: qHTS of Trypanosoma Brucei Inhibitors | TbPYK enzyme, Kinase-Glo Plus ATP luminescence, 45 min | AID 624173, 2012 | pyruvate kinase (Trypanosoma brucei), Q57TT1 | Potency, µM (series often up to 76.8 µM), without a hit: top-dose activity, negative = inhibition, hits mostly inhibitors | 410,000 tested, 0.12% active; further: nearly all actives have a fitted effect of over 50% in size
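TbPYK + substrate in 50 mM TEA pH 7.2, 100 mM KCl, 10 mM MgCl2, 0.05% BSA, 0.01% Tween-20; cpd pinned; ADP 130 uM final; 45 min RT; Kinase-Glo Plus 10 min; luminescence endpoint.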
HCV inh: qHTS Assay for Inhibitors of Hepatitis C Virus (HCV); Huh7.5.1 HCVcc-Cre infection, luciferase reporter, 44 h; Potency, µM (series often up to 41.8 µM), for inactives: at the highest dose activity change, negative = inhibition, most hits filed as inhibitors; 340,000 tested, 3.4% active; AID 651820, 2012
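A cell-based infection assay in which seeded cells (1,000 per well) receive test compound after 4 h, are inoculated with HCVcc-Cre at approximately 0.5 moi, and are incubated 44 h before luminescence detection.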
Pf growth 96h: Primary qHTS for delayed death inhibitors of the malarial parasite plastid, 96 hour incubation; 320,000 tested, 6.9% active; AID 504834, 2011; Potency, µM (highest dose often 28.7 µM), inactives show top-dose activity change, negative = inhibition, usual class: inhibitors; P. falciparum luciferase reporter growth, 96 h
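Delayed-death screen, second-generation endpoint: infected erythrocytes, 2% hematocrit, 0.05% parasitemia final; 96 hours at 37 C, 5% CO2; luciferase detection reagent; luminescence decrease equals reduced growth.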
Sm TGR inh: qHTS Assay for the Inhibitors of Schistosoma Mansoni Peroxiredoxins; Schistosoma mansoni thioredoxin glutathione reductase (TGR), Q962Y6; AID 485364, 2010; Potency, µM (doses to about 114 µM), for the others: at the top dose activity change, negative = inhibition, most hits filed as inhibitors; purified TGR, DTNB reduction, TNB absorbance 405 nm; 360,000 tested, 3% active; further: nearly all actives have a fitted effect of over 60% in size
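First, TGR (20 nM dispensed) and NADPH were mixed with compound. Second, a 15 min room-temperature incubation followed. Third, further NADPH and then DTNB were added to start the reaction. Finally, TNB absorbance was monitored kinetically.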
LmPK inh: qHTS Assay for Inhibitors of Leishmania Mexicana Pyruvate Kinase (LmPK) | Q27686 | purified LmPK, Kinase-Glo ATP luminescence, 1 h | Potency, µM (doses to about 57.5 µM), inactives show at the highest dose activity change, negative = inhibition, most hits filed as inhibitors | 290,000 tested, 0.37% active
Target sequence (Q27686 whole entry, looked up): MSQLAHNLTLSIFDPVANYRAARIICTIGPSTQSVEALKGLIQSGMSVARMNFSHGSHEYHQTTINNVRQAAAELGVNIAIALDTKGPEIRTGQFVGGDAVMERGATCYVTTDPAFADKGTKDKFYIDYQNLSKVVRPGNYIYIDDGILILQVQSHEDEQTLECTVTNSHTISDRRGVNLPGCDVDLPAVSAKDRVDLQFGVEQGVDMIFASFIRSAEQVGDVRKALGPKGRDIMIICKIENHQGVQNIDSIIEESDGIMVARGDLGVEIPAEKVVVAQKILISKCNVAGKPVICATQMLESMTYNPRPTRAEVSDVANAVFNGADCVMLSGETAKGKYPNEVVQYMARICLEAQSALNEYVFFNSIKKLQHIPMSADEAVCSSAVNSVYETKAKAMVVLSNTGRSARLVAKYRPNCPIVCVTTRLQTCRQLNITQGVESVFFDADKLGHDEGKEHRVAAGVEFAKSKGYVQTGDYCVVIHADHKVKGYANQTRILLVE
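Purified LmPK (0.1 nM) with 0.5 mM PEP and 0.1 mM ADP in imidazole buffer pH 7.2 with MgCl2/KCl, 1 h at room temperature. ATP formed was read by luciferase luminescence and normalized to no-enzyme and uninhibited controls.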
Pf growth 48h: Primary qHTS for delayed death inhibitors of the malarial parasite plastid, 48 hour incubation; 310,000 tested, 5.9% active; Potency, µM (doses to about 28.7 µM), for the others: at the top dose activity change, negative = inhibition, usual class: inhibitors; AID 504832, 2011; P. falciparum luciferase growth in erythrocytes, 48 h
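Firefly luciferase activity from engineered P. falciparum reports growth; inhibitors lower the luminescent signal. Cultures contained 2% hematocrit erythrocytes at 0.1% final parasitemia.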
* hit, by the source's call; ? = inconclusive; . = not tested or not shown; & = joins results of further samples; [ ] = another dose, or the depositor's remark. The call rests on the fitted dose curve; in most records, active means well fitted curve in the direction sought with a large enough effect; inconclusive means small, poorly fitted or top-dose-only effect, or another doubt; inactive means no such curve, though single readings can be large; an effect the other way counts as inactive or inconclusive. On the % scale 0 is the no-effect control and ±100 the full control effect; potency means the concentration at half of the fitted maximal effect.

SMILES | Tb PYK inh | HCV inh | Pf growth 96h | Sm TGR inh | LmPK inh | Pf growth 48h
Cc1ccc(C2NC(=O)Cc3ccccc32)cc1 (configuration not stated) | 2% | -3% | 33%[activator] | 4% | 0% | .
COc1ccc(N2CCN(C(=O)c3ccc(CNS(=O)(=O)c4ccc(C)cc4)cc3)CC2)cc1 | 0% | 13µM* | ? | 3% | -5% | ?
CC(=O)N1CCN(C(=S)NCCc2ccccc2)CC1 | -4% | 11% | 48%[activator] | -2% | 4% | 14%
CN1CCN(S(=O)(=O)c2ccc(N3CCN(c4ccccc4Cl)CC3)nc2)CC1 | 0% | ? | ? | -9% | . | ?
CC(C)n1ncc2c(C(=O)Nc3cccc(S(=O)(=O)N(C)C)c3)cc(C3CC3)nc21 | 4% | ? | ? | -7% | . | 12µM*
Cc1ccc(C(=O)Nc2nccs2)s1 | 0% | 11% | 80%[activator] | 2% | -1% | 131%[activator]
COc1ccc(C(=O)OCC(=O)Nc2c(C)n(C)n(-c3ccccc3)c2=O)cc1OC | 3% | 6% | -24% | -7% | . | 3%
O=C(CSc1ncccn1)N1CCN(C(=O)CSc2ncccn2)CC1 | 6% | 3% | 17% | -1% | -4% | -18%
Cc1ccnc(NC(=O)CCC(=O)N(CC(=O)NCc2ccc(F)cc2)c2ccc(F)cc2)c1 | 1% | -47% | 34%[activator] | 9% | -5% | 3%
COc1ccc(S(=O)(=O)N(C)c2ccc(C(=O)NC3CC3)cc2)cc1 | 3% | ? | ? | 0% | 1% | ?
Cc1ccc(-c2nnc(-c3cccnc3)o2)cc1 | 2% | -7% | 108%[activator] | -22% | -4% | 128%[activator]
CN1C(=O)CC(NNC(=O)c2ccccc2)C1=O (configuration not stated) | -2% | 0% | 2% | -3% | -7% | 1%
CCCC(=O)c1ccc(N2CCCCCC2)c(F)c1 | 1% | -11% | -23% | -13% | -8% | 45%[activator]
CCOc1ccccc1C1CC(c2cccc(NS(C)(=O)=O)c2)=NN1C(=O)c1ccccc1 (configuration not stated) | -5% | 21% | 13µM* | -1% | 1% | ?
COc1ccc2[nH]c(C(=O)N(C)c3ccc(F)cc3F)cc2c1 | -3% | 1% | -5% | 4% | 2% | -2%
CCn1c(=O)n(CC)c2cc(N3CCCC3)c(NC(=O)c3ccc(C)cc3)cc21 | -11% | ? | ? | 0% | -10% | -4%
O=C(c1cccc(Cl)c1)N1CCC(=O)N(C(COCc2cccc(Cl)c2)Cc2ccccc2)CC1 (configuration not stated) | -3% | ? | 13µM* | -17% | 2% | ?
FC(F)(F)c1cccc(NCc2n[nH]c(=S)n2C2CCCCC2)c1 | 13µM* | -20% | 41%[activator] | 4% | ? | 14%
CCCn1c(C)cc(C(=O)CSc2nnc3n(CCC)c(=O)c4ccccc4n23)c1C | . | 9% | 8% | 32% | -1% | 12%
CCCCn1c(N)c(N(CCOC)C(=O)c2cc(S(=O)(=O)N3CCOCC3)ccc2F)c(=O)[nH]c1=O | 1% | 1% | -5% | 4% | . | 26%
COc1ccc(OC)c(NC(=O)CCN2CC(C)OC(C)C2)c1 (configuration not stated) | 3% | -8% | 1.9µM* | -2% | 2% | -12%
O=C(NCCc1ccccc1)/C(=C\c1ccc([N+](=O)[O-])cc1)NC(=O)c1ccccc1 | 6% | 11% | ? | 0% | 1% | -3%
COc1ccc(C)cc1NC(=O)C(OC(=O)c1cnccn1)c1ccccc1 (configuration not stated) | -5% | ? | 13% | 2% | . | ?
CCCCCC(=O)O/N=C(\C)c1ccn(S(=O)(=O)c2ccccc2)c1 | -4% | 30%[activator] | 23% | -6% | -2% | .
O=C1c2ccccc2C(=O)N1CCCc1nc(-c2ccc(Cl)cc2)no1 | 1% | -1% | ? | -23% | 4% | .
CCSc1cnc(-c2ccccc2)n1CC | 2% | 3% | 2% | -21% | 5% | 31%
CC(c1ccccc1)n1cc(C(=O)NCc2cccnc2)nn1 (configuration not stated) | 1% | 9% | 4% | 4% | 9% | .
CC(C)=CC1C(C(=O)Nc2ccc(S(=O)(=O)N3CCOCC3)cc2)C1(C)C (configuration not stated) | 6% | ? | ? | -2% | . | ?
COc1ccc(NC(=O)CSc2nnc(Cc3cccn3C)n2-c2ccc(F)cc2)cc1 | 1% | -13%&-8% | ? | -28% | 6% | ?
OCC1(Cc2ccccc2)CCCN(Cc2cn[nH]c2-c2ccccc2)C1 (configuration not stated) | -1% | 13% | ? | 1% | -2% | -10%
Cc1cc2ncn(-c3ncnc4sc(C)c(C)c34)c2cc1C | 1% | ? | -10% | -30% | 8% | -7%
CCN1CCN(S(=O)(=O)c2cc(OC)c(Cl)cc2OC)CC1 | 0% | 13% | . | 10% | 4% | -8%
O=C(O)CCc1ccc(-c2ccc(F)cc2)n1CCC(=O)O | 5% | 3% | . | 14µM* | 3% | -7%
Cc1ccc2c(c1)N(C(C)C(=O)NCc1ccc3c(c1)OCO3)C(=O)CO2 (configuration not stated) | 4% | -15% | 1% | 7% | 7% | -5%
CCC(C(=O)OCC(=O)Nc1cc(C)ccc1OC)c1ccccc1 (configuration not stated) | -2% | ? | 21% | 6% | 3% | 0%
CC1CCN(C(=O)CN(c2cccc(F)c2)S(C)(=O)=O)CC1 | 0% | 14% | 14% | 17% | 3% | 0%
Fc1cccc(/C=N/Nc2nncc3ccccc23)c1 | -12% | 4% | 261%[activator] | ? | -18% | .
Cc1nnc2c3ccccc3c(Cl)nn12 | 2% | -6% | ? | 7% | 1% | 46%[activator]
CCCCNC(=O)Nc1ccccn1 | -1% | -18% | . | 2% | 0% | 25%
Cc1nc2ccccc2c(=O)n1NC(=O)c1cccnc1Cl | -15% | 6% | 1% | -7% | 3% | 19%
CCN(CC)CCCNC(=O)c1cn(CC)c2cc(N3CCN(C(=O)c4ccco4)CC3)c(F)cc2c1=O | -4% | 4% | ? | ? | -1% | 7.4µM*
CSc1cccc(NC(=O)C2CCCN2S(=O)(=O)c2ccc3c(c2)CCC(=O)N3)c1 (configuration not stated) | 1% | -14% | . | 2% | 2% | 18%
CC(C)c1nc(CNC(=O)CC2C(=O)NCCN2Cc2cccc(F)c2F)cs1 (configuration not stated) | 2% | 15% | ? | ? | -1% | ?
COc1cccc(NC(=O)C(OC(=O)c2ccccc2NS(=O)(=O)c2cccs2)c2ccccc2)c1 (configuration not stated) | -8% | 5% | ? | -3% | 0% | ?
CCc1nnc(NS(=O)(=O)c2ccc(NC(=S)NC(=O)/C=C/c3cccs3)cc2)s1 | 6% | 14% | ? | ? | -3% | 2%
Nn1cnc2scc(-c3ccco3)c2c1=O | 2% | -1% | 23% | 35µM* | -3% | 28%
COc1ccc2oc(C(=O)Nc3nc(C)cs3)c(C)c2c1 | 2% | ? | 63%[activator] | 1% | . | 72%[activator]
COC(=O)c1c(NC(=O)c2ccc(C)cc2)csc1C | -6% | ? | 34%[activator] | 0% | 4% | 13%

Part of the list above, limited to Tb PYK inh.
Compound	Tb PYK inh
COc1ccc(C)cc1NC(=O)C(OC(=O)c1cnccn1)c1ccccc1 (configuration not stated)	-5%
CCOc1ccccc1C1CC(c2cccc(NS(C)(=O)=O)c2)=NN1C(=O)c1ccccc1 (configuration not stated)	-5%
CCCCCC(=O)O/N=C(\C)c1ccn(S(=O)(=O)c2ccccc2)c1	-4%

The list goes on.
SMILES | Tb PYK inh | HCV inh | Pf growth 96h | Sm TGR inh | LmPK inh | Pf growth 48h
O=C(N/N=C\c1ccc(Oc2ccccc2)cc1)c1csnn1 | -7% | -10% | -12% | -19% | 1% | 67%[activator]
O=c1[nH]c(=O)n(C2CCCCCC2)c(O)c1C=NCc1cccnc1 | 0% | -1% | ? | 3% | -1% | 1%
O=C(COC(=O)c1ccc(F)cc1F)Nc1cc(S(=O)(=O)N2CCOCC2)ccc1Cl | -2% | -9% | 126%[activator] | 1% | . | 36%[activator]
Cn1c(O)c(C=Nc2ccccc2)c(=O)n(C)c1=O | -1% | -8% | 2% | -9% | -12% | 14%
CCOC(=O)c1cc2c(=O)n3ccccc3nc2n(CC(C)C)c1=NC(=O)c1c(-c2c(F)cccc2Cl)noc1C | 4%&-9% | 10µM* | ? | 0%&-9% | 1% | 2.3µM*
Cc1ccc(S(=O)(=O)N2CCC(=O)N(CCOCc3ccccc3)CC2)cc1 | -1% | 2%[8.37 µM] | ? | -5% | 3% | -16%
O=C(CSc1nn(-c2ccccc2)c(=S)s1)NC(=O)NCc1ccco1 | -10% | ? | . | -25% | 5% | -95%
NC(=O)[C@H]1CC2(CC(c3cccc(NC(=O)COc4ccc(Cl)cc4)c3)=NO2)CN1C(=O)CC(c1ccccc1)c1ccccc1 (some centres not stated) | -1% | -7%[8.37 µM] | ? | 11% | -2% | ?
O=C(CC1SC(=Nc2ccccc2)N(CCc2c[nH]c3ccccc23)C1=O)Nc1ccccc1F (configuration not stated) | -5% | ? | ? | -19% | 6% | ?
O=C(COc1ccccc1Br)c1ccc2c(c1)OCO2 | -4% | -3% | 20% | 10% | . | 22%
CN1C(=O)CC(c2ccco2)Sc2ccccc21 (configuration not stated) | -8% | 14% | 3% | 40µM* | -1% | 6%
CCOC(=O)c1c[nH]c2c(C)cc(C)cc2c1=O | -4% | -25% | 10% | 9% | -4% | 5.2µM*

Record cards, as listed above. Order of values: Tb PYK inh, HCV inh, Pf growth 96h, Sm TGR inh, LmPK inh, Pf growth 48h
Shown for CCCCNC(=O)Nc1ccccn1 : -1%, -18%, ., 2%, 0%, 25%
Shown for Cc1ccnc(NC(=O)CCC(=O)N(CC(=O)NCc2ccc(F)cc2)c2ccc(F)cc2)c1 : 1%, -47%, 34%[activator], 9%, -5%, 3%
Shown for CC1CCN(C(=O)CN(c2cccc(F)c2)S(C)(=O)=O)CC1 : 0%, 14%, 14%, 17%, 3%, 0%
Shown for Cc1nc2ccccc2c(=O)n1NC(=O)c1cccnc1Cl : -15%, 6%, 1%, -7%, 3%, 19%
Shown for O=C(N/N=C\c1ccc(Oc2ccccc2)cc1)c1csnn1 : -7%, -10%, -12%, -19%, 1%, 67%[activator]

Additional records follow:
SMILES | Tb PYK inh | HCV inh | Pf growth 96h | Sm TGR inh | LmPK inh | Pf growth 48h
CCCCn1nc(NC(=O)CCC)c2cc3cc(OC)ccc3nc21 | 17% | -1% | 0% | -6% | 3% | ?
CCOc1cc(C=C2C(=O)NC(=O)NC2=O)cc([N+](=O)[O-])c1O | . | . | -20% | . | 0% | -8%
CCc1c(C(=O)N/N=C/c2cccs2)nnn1-c1nonc1N | -2% | -6% | 16% | -1% | 3% | 41%[activator]
CCC1CCCCN1C/C=C/c1ccccc1[N+](=O)[O-] (configuration not stated) | -7% | 1% | -2% | 2% | -1% | -6%
COc1ccc(NC2=C3CCCC=C3N(c3ccc(OC)cc3)C2=O)cc1 | -3% | -30% | -17% | -32% | 10% | -30%
Cc1nonc1OCCN1CCN(c2ccccc2[N+](=O)[O-])CC1 | 5% | 16% | 0% | 5% | 10% | 8%
O=C(COC(=O)/C=C/c1ccc(OC(F)F)cc1)NC1CCCC1 | 3% | 13% | ? | -12% | . | 6%
CSc1nn2c(C)c(C)c(C)nc2c1C#N | -2% | 0% | 35%[activator] | -1% | -1% | ?
COc1cccc(CC(NC(C)=O)C(=O)NC2CCN(c3ncccc3[N+](=O)[O-])CC2)c1 (configuration not stated) | . | . | . | 1% | 5% | 3%

High-throughput results deposited in PubChem by National Center for Advancing Translational Sciences (NCATS).
